High-throughput results from PubChem BioAssay.
Neddylation inh: inhibitors of human cullin neddylation; hit rate 0.58% among 360,000; TR-FRET cullin neddylation, biochemical; calls only at 25 µM; P61081+Q13564; in the data active = inhibition above about 36%
DNMT1 block: blocks human DNA methyltransferase DNMT1. P26358. DNMT1 molecular beacon, Hinp1I cleavage, fluorescence. inhibition (reported as % activation of signal), % at 10 µM. hit rate 0.83% among 360,000; in the data active = inhibition above about 50%
CendR NRP1 mod: modulators of CendR peptide binding to human neuropilin-1; FAM-RPARPAR peptide binding to NRP-1, fluorescence polarization; inhibition, % at 25 µM; hit rate 0.85% among 360,000;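 active = inhibition or corrected inhibition above about 18%, plus a signal ratio from 0.5 to 1.5, limit read from the data, passing the limit was not always enough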; note: strong numbers were not always called active
NadD block: inhibitors of Staphylococcus aureus NadD | purified NadD enzyme, colorimetric absorbance read-out | hit rate 0.78% among 360,000 | inhibition, % at 20 µM; in the data active = inhibition above about 26%; note: some compounds past the cut are filed as inactive
TbMetRS inhib: blocks T. brucei methionyl-tRNA synthetase activity; purified T. brucei MetRS, ATP depletion, Kinase-Glo luminescence; inhibition, % at 11.9 µM; hit rate 0.4% among 360,000;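 active = inhibition above a per-plate cutoff of the control wells' mean inhibition plus 3 SD, cut at about 5.5% in these data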;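 note: 0% = DMSO wells median and 100% = median of wells with control inhibitor compound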
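Material – parasite MetRS enzyme · Medium – HEPES-MgCl2-KCl buffer plus DTT, spermine, BSA, pyrophosphatase · Reagent – ATP, methionine and E. coli bulk tRNA substrates · Times – 15 min enzyme-compound preincubation, 2 h reaction, 10 min detection, 25 °C · Measured by – luminescence of leftover ATP · Evaluation – percent inhibition relative to median high and low control wells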
LMPTP block: blocks human LMPTP phosphatase. P24666. recombinant LMPTP-A, OMFP fluorogenic substrate, fluorescence intensity. inhibition, % at 20 µM. hit rate 0.22% among 360,000;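 active = compounds that cut the enzyme signal by at least half of the control window in the single-dose screen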;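 note: plate controls were DMSO wells with enzyme plus substrate for no effect and substrate without enzyme for full effect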
Target sequence (P24666 whole entry, looked up): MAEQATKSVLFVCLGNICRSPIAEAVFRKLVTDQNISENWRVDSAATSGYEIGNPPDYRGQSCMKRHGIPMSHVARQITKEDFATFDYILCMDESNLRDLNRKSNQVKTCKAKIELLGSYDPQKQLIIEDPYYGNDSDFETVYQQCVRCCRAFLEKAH
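Buffer or medium: Bis-Tris pH 6.0, DTT, detergent; Assay system: LMPTP-A enzyme; Quantity: 0.625 nM enzyme; Detection: endpoint fluorescence intensity; Times: 50 min dark incubation at room temperature; Controls: substrate-only low control, DMSO enzyme-plus-substrate high control; Doses: single 20 µM dose; Read-out: percent inhibition versus substrate-only and uninhibited controls; Reagent: 400 µM OMFP.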
SKN-1 block: inhibitors of C. elegans SKN-1 | hit rate 0.49% among 360,000 | C. elegans VP596 Pgst-4::GFP/RFP ratio, acrylamide-induced, 24 h | inhibition, % at 21.8 µM;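 active = interference check ratio from 0.5 to 1.5 plus GFP to RFP signal ratio inhibition reaching or exceeding a fixed threshold, cut at about 30% in these data, passing the limit was not always enough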; note: some compounds called inactive have numbers as strong as hits
SUMO1-SIM PPI: SUMO1-SIM interaction modulation; P63165; SUMO1 binding to a labelled peptide, TR-FRET, 1 h; inhibition, % at 20 µM; hit rate 0.33% among 360,000; AID 602429; in the data active = inhibition above about 37%
Target sequence (P63165 whole entry, looked up): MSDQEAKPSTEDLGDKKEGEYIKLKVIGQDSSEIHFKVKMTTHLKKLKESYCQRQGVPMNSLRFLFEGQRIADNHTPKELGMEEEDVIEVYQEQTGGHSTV
Scp1 inh: inhibitors of human Scp-1 phosphatase; Q9GZU7; Recombinant Scp1, phosphopeptide, malachite green phosphate absorbance; inhibition, % at 20 µM; hit rate 0.88% among 340,000;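 active = inhibition above about 50% at 20 µM, limit read from the data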;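 note: plate controls were DMSO wells with enzyme for no effect and wells lacking enzyme for full effect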
Target sequence (Q9GZU7 76-261 limits assumed): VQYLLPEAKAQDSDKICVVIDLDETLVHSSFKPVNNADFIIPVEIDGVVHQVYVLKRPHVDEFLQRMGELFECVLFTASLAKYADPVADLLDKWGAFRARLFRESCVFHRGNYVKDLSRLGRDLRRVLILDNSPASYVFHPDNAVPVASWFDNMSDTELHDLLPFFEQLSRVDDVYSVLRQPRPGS
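Test system: SCP-1 phosphatase catalytic domain, residues 76-261; measured by: colorimetric phosphate reagent with accelerator and stabiliser, absorbance at 630 nm; timing: enzyme reaction 45 min at room temperature, colour 5 min, stabilisation 30 min; also added: Phosphorylated 17-residue peptide substrate; compound dosing: one concentration, 20 µM, with 1.0% DMSO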
STEP block: STEP (human) phosphatase inhibition | P54829 | recombinant STEP, OMFP fluorogenic substrate, fluorescence | inhibition, % at 20 µM | hit rate 0.25% among 360,000 | AID 588621;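 active = inhibition at 20 µM, scaled per plate between control wells, above about 37%, limit read from the data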;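 note: 0% = DMSO with enzyme and substrate and 100% = substrate only without enzyme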
Target sequence (P54829 whole entry, looked up): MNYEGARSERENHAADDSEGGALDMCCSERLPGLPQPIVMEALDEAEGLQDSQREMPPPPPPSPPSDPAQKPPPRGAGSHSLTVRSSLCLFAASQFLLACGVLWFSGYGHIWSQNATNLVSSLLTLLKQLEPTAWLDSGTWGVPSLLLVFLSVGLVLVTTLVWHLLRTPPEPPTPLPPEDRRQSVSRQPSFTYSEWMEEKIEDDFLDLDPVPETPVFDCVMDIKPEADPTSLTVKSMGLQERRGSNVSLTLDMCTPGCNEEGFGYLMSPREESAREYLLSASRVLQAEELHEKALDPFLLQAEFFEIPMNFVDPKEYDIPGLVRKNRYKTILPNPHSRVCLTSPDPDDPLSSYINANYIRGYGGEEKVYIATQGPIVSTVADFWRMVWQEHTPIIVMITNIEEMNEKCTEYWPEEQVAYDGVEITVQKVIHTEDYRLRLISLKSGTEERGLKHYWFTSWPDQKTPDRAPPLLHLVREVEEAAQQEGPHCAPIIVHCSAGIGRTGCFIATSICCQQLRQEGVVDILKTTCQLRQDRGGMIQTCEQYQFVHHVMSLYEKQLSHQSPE
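Material: STEP (striatal-enriched tyrosine phosphatase) enzyme, cell-free; Compound dosing: 20 µM single dose in 1% DMSO; Technique: fluorescence read at 480 nm ex / 540 nm em; Times: reaction 20 min, ambient temperature; Medium: 50 mM Bis-Tris pH 6.0 with 2.5 mM DTT and 0.005% Tween 20; Also added: OMFP at 25 µM.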
Starred values were filed as active, the others as inactive; i = inactive; x = no result given.

Start of the data: the first 4 records (preview)
entry	Neddylation inh	DNMT1 block	CendR NRP1 mod	NadD block	TbMetRS inhib	LMPTP block	SKN-1 block	SUMO1-SIM PPI	Scp1 inh	STEP block	SMILES
1	i	6	10	-8	0.0	-1.1	9	-4	x	0	CSCCC(C)N1CCC(Oc2ccc(C(=O)NCc3ccccn3)cc2)CC1 (centres undefined)
2	i	2	6	2	1.8	0.5	-3	0	-4	1	Cc1cccc(NC(=O)CCn2cnnn2)c1
3	i	2	16	-1	0.4	-0.9	-10	-1	-9	2	O=C(CSc1nnc(NC(=O)c2ccccc2F)s1)NC1CC1
4	i	-1	-1	-4	0.1	-4.9	16	3	-4	-3	Cn1c(C(O)c2ccc(Br)cc2)nc(Cl)c1Cl (centres undefined)

Results, repeating the preview:
entry	Neddylation inh	DNMT1 block	CendR NRP1 mod	NadD block	TbMetRS inhib	LMPTP block	SKN-1 block	SUMO1-SIM PPI	Scp1 inh	STEP block	SMILES
1	i	6	10	-8	0.0	-1.1	9	-4	x	0	CSCCC(C)N1CCC(Oc2ccc(C(=O)NCc3ccccn3)cc2)CC1 (centres undefined)
2	i	2	6	2	1.8	0.5	-3	0	-4	1	Cc1cccc(NC(=O)CCn2cnnn2)c1
3	i	2	16	-1	0.4	-0.9	-10	-1	-9	2	O=C(CSc1nnc(NC(=O)c2ccccc2F)s1)NC1CC1
4	i	-1	-1	-4	0.1	-4.9	16	3	-4	-3	Cn1c(C(O)c2ccc(Br)cc2)nc(Cl)c1Cl (centres undefined)
5	i	-2	-1	2	-0.4	-0.7	-5	-15	-4	0	COc1ccc(CCNC(=O)c2cc(-c3ccccn3)nc3ccccc23)cc1
6	i	-3	1	-2	0.2	-0.5	0	-3	-9	-3	Cc1nnc(SCc2nnc(-c3cccs3)o2)n1C
7	i	2	1	0	0.1	-3.0	10	1	-4	0	Cc1ccc2[nH]c(-c3ccccc3)c(CN(C)C)c(=O)c2c1
8	i	5	4	-4	-0.3	0.5	1	3	-1	-1	Cc1ccc(S(=O)(=O)Nc2cc(C)c(O)cc2C)cc1
9	i	-10	5	2	-0.4	-1.4	16	1	-5	0	CC1(c2ccc(OC(F)F)cc2)NC(=O)N(CC(=O)N2c3ccccc3NC(=O)C2(C)C)C1=O (centres undefined)
10	i	1	4	-5	-0.9	0.1	22	-9	-7	2	COc1cc2[nH]c(C(=O)N3CCN(c4ccccc4F)CC3)cc2c(OC)c1OC
11	i	1	2	-3	-0.7	3.2	13	-11	-8	-3	N=c1n(CCN2CCCCC2)c2ccccc2n1CC(=O)c1cccc([N+](=O)[O-])c1
12	i	2	-2	5	-0.4	-0.2	16	1	-10	1	Cn1c(=O)oc2cc(S(=O)(=O)NC(Cc3ccccc3)C(=O)N3CCCCC3)ccc21 (centres undefined)
13	i	-4	8	-1	0.4	1.9	-2	7	-12	1	COc1ccccc1N(C)S(=O)(=O)c1ccc(C(=O)N2CCCc3ccccc32)cc1
14	i	2	-6	-2	0.5	-1.0	5	-2	x	1	O=C(c1ccccn1)N(Cc1ccco1)C1(C(=O)Nc2ccc(Br)cc2)CCCCC1
15	i	7	-17	-4	-0.1	-1.2	-11	-5	-10	-1	Cc1ccc(C2=NN(C(=O)CCl)C(c3cccs3)C2)o1 (centres undefined)

Brought forward from above: four compounds, then new ones.
entry	Neddylation inh	DNMT1 block	CendR NRP1 mod	NadD block	TbMetRS inhib	LMPTP block	SKN-1 block	SUMO1-SIM PPI	Scp1 inh	STEP block	SMILES
12	i	2	-2	5	-0.4	-0.2	16	1	-10	1	Cn1c(=O)oc2cc(S(=O)(=O)NC(Cc3ccccc3)C(=O)N3CCCCC3)ccc21 (centres undefined)
13	i	-4	8	-1	0.4	1.9	-2	7	-12	1	COc1ccccc1N(C)S(=O)(=O)c1ccc(C(=O)N2CCCc3ccccc32)cc1
14	i	2	-6	-2	0.5	-1.0	5	-2	x	1	O=C(c1ccccn1)N(Cc1ccco1)C1(C(=O)Nc2ccc(Br)cc2)CCCCC1
15	i	7	-17	-4	-0.1	-1.2	-11	-5	-10	-1	Cc1ccc(C2=NN(C(=O)CCl)C(c3cccs3)C2)o1 (centres undefined)
16	i	2	8	-3	-0.6	-1.2	-6	1	-9	-1	CCCC(=O)n1nc(-c2ccccc2)nc1SC
17	i	0	-8	1	-0.1	-0.3	-18	0	-2	-4	Cc1cccc(C(=O)Oc2ccccc2C2C[C@]3(C)CC(=O)NC3N2C(=O)c2cccc(C)c2)c1 (some centres undefined)
18	i	-4	0	-5	-1.1	2.1	18	8	-7	-4	CCN(CC)c1cc(C)c2cc(NC(=O)c3ccccc3F)ccc2n1
19	i	1	-4	6	-0.7	0.2	-9	1	7	-3	COc1cccc(CC(NC(C)=O)C(=O)NC2CCN(S(=O)(=O)c3ccc4ccccc4c3)CC2)c1 (centres undefined)
20	i	-1	13	-9	-0.5	0.5	15	-1	0	0	c1ccc(Cc2noc(CN3CCN(Cc4ccc5c(c4)OCO5)CC3)n2)cc1
21	i	30	5	4	0.0	-1.1	1	3	-5	-3	Cc1cc(S(=O)(=O)N2CCOCC2)ccc1OCC(=O)Nc1ccc(Br)cc1F
22	i	-4	-1	-9	-1.2	-2.7	-2	3	x	3	C[C@H]1CN([C@@H](C)CO)S(=O)(=O)c2ccc(Br)cc2O[C@H]1CN(C)Cc1ccccc1
23	i	-1	2	-4	-0.8	-0.4	6	0	-7	-3	CCCCNC(=O)CSc1nc2c(sc(=S)n2-c2cc(Cl)ccc2OC)c(=O)[nH]1
24	i	-1	6	-2	-0.9	-1.3	-1	1	-5	-1	CCc1cccc(OCCCCNCCCOC)c1
25	i	-1	9	-6	-0.5	-1.0	0	0	-8	0	COc1ccc(CNC(=O)CCSc2ccc(F)cc2)cc1OC
26	i	2	-1	-11	-0.6	2.2	-6	0	-4	-2	O=C(NCCc1ccc(F)cc1)c1n[nH]c2ccccc12
27	x	25	-11	-2	-1.0	2.6	4	3	-10	6	COc1ccc(-c2cn3cc(C)ccc3n2)cc1OC
28	i	9	8	-6	-0.2	1.9	-19	4	-12	-2	C=CCC[C@@H](Cc1ccc(F)cc1)C(=O)OC[C@H](Cc1c[nH]c2ccccc12)NC(=O)[C@@H](CC=C)CC(=O)N[C@@H](CO)Cc1ccccc1
29	i	-1	11	1	-0.1	-4.7	11	1	-11	4	Cc1cccc(N2C(=O)CS/C2=N\NC(=O)c2ccc(Cl)cc2)c1C
30	i	-11	-13	-8	-0.4	1.6	18	0	-6	2	O=C(c1ccc(F)c(S(=O)(=O)N2CCOCC2)c1)N(CCc1ccccc1)Cc1ccccc1

Later entries
entry	Neddylation inh	DNMT1 block	CendR NRP1 mod	NadD block	TbMetRS inhib	LMPTP block	SKN-1 block	SUMO1-SIM PPI	Scp1 inh	STEP block	SMILES
31	i	7	11	0	-1.1	-0.8	-23	1	-8	-2	Cc1ccc(NC(=O)NC(=O)c2ccccc2)cc1F
32	i	4	-4	-4	-1.1	0.1	-30	-2	1	-3	CC(C)CN(C#N)c1nc(N2CCOCC2)nc(N2CCOCC2)n1
33	i	-3	2	7	0.2	2.5	-7	-2	-2	-3	Cc1ccc(-c2cc(C(=O)Nc3cc(C)on3)c3ccccc3n2)c(C)c1
34	i	2	11	-3	-0.5	-1.5	7	1	-3	-1	COc1cc(NS(=O)(=O)c2ccc(NC(=O)c3ccc(F)cc3)cc2)ncn1
35	i	-4	-7	-7	-0.1	2.6	-4	12	-9	-2	Nc1nc(SCC(=O)Nc2ccc(OCc3ccccc3)cc2)n[nH]1
36	i	0	6	6	0.1	1.2	16	-4	-10	-2	C=CCN1C(=O)c2ccccc2NC1c1cc(Br)cs1 (centres undefined)
37	x	59*	-8	2	0.7	2.0	0	3	22	2	Cc1cccn2c(=O)c3cc(C(=O)NCCC4=CCCCC4)n(C)c3nc12
38	i	1	6	-5	-0.8	-1.3	-8	0	4	-9	CN(C)c1nc(C#N)nc(N2CCOCC2)n1
39	i	-2	2	3	-0.2	0.9	5	4	x	2	O=C(NCc1cccs1)C1Cc2c(-c3ccccc3Oc3ccccc3)ccnc2O1 (centres undefined)
40	i	-8	18	-5	0.0	0.8	8	-31	-17	0	O=C(Cc1ccccc1)OCC(=O)c1cccc([N+](=O)[O-])c1
41	i	0	-3	1	-0.3	0.8	-1	-2	-1	14	O=C(COc1cccc(Cl)c1)Nc1ccc(N2CCOCC2)cc1
42	i	-1	8	3	-0.1	-1.0	10	-1	-10	0	CCC1(C2=CCCCC2)C(=O)NC(=O)N=C1N (centres undefined)
43	i	0	-3	-2	-0.3	0.5	2	2	-10	0	Cc1cc(NC(=O)c2ccccc2)c(Cl)cc1N
44	i	-1	-5	4	0.2	-0.9	-7	-1	-3	1	O=C(CSc1nnc(Nc2ccccc2)s1)NN1C(=O)NC2(CCCCC2)C1=O
45	i	-1	4	1	-0.4	-0.6	-17	5	-1	1	CC(C)Oc1ccc(S(=O)(=O)N2CCCCC2)cc1NC(=O)CN1C(=O)NC2(CCCC2)C1=O

(further entries)
entry	Neddylation inh	DNMT1 block	CendR NRP1 mod	NadD block	TbMetRS inhib	LMPTP block	SKN-1 block	SUMO1-SIM PPI	Scp1 inh	STEP block	SMILES
46	i	0	-10	11	-0.1	-1.1	-1	1	-1	-1	CC1CCC(C(C)C)C(OP(=O)(c2ccccc2)C(O)c2ccncc2)C1 (centres undefined)
47	i	1	-2	-1	-0.9	-1.6	-8	2	-6	-1	CCOC(=O)C1CCCN(C(=O)CCCOc2cc(=O)n(C)c3ccccc23)C1 (centres undefined)
48	i	21	-1	5	-1.2	0.4	-8	4	24	4	CCSc1nnc(NC(=O)C(C)Sc2nc3ccccc3[nH]2)s1 (centres undefined)
49	i	-2	45*	5	-0.5	0.0	17	1	-2	-2	CCOc1ccccc1CN1CCNC(=O)C1CC(=O)NCCC1=CCCCC1 (centres undefined)

An unsorted share of the library; any-hit rate near 4.6%.
